# NPR2 activator: human GC-B receptor activators, primary screen, HEK293 GC-B cells, cGMP TR-FRET, EC30 CNP | Atrial natriuretic peptide receptor 2 (Homo sapiens), P20594 | activation, % at 10 µM | 370,000 tested, 0.11% active | 0% at EC30 CNP, 100% saturating CNP | AID 1920062, 2024;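 active = activation at 10 µM reaching about 35% in either raw or pattern-adjusted values, limit read from the data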
# Tn6 DDE FP: inhibitors of Tn6 peptide binding to fibrin DD(E), primary screen, biochemical, fluorescence polarization, human fibrin, Tn6 probe; Fibrinogen beta chain (Homo sapiens), P02675; Fibrin DD(E) TRITC-Tn6 fluorescence polarization displacement; inhibition, % at 8.3 µM; 370,000 tested, 0.21% active;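 active = inhibition above a per-campaign cutoff: mean of compounds within control limits plus 3 SD, cut at about 15% in these data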;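 note: 0% = median of all compound wells on the plate and 100% = blocking peptide control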
# NPR1 activator: GC-A stimulated cGMP production enhancers – HEK293 GC-A cells, cGMP TR-FRET, EC30 ANP, primary screen | 0% at EC30 ANP, 100% saturating ANP | 370,000 tested, 0.14% active | activation, % at 10 µM; in the data active = activation above about 40%
# rCAG RNA binder: binders of r(CAG) RNA repeats, primary screen, biochemical, fluorescence. r(CAG) RNA repeat, TO-PRO-1 dye displacement fluorescence. inhibition, % at 3 µM. 370,000 tested, 1.3% active. AID 651821, 2012;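 active = inhibition above the plate cutoff, the mean of all test compounds on that plate plus 3 SD, cut at about 35% in these data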;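 note: 0% = DMSO alone and 100% = 100 µM mitoxantrone as full dye displacement; higher means more dye released from RNA so lower well fluorescence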
# ARFGAP1 inh: inhibitors of rat ARFGAP1 GAP activity, primary screen, biochemical, fluorescence polarization, GDP tracer; ADP-ribosylation factor GTPase-activating protein 1 (Rattus norvegicus), Q62848; Arfgap1-stimulated ARF1 GTP hydrolysis, GDP FP detection; inhibition, % at 16.5 µM; 360,000 tested, 0.26% active;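 active = inhibition above a per-plate limit, mean inhibition of low control wells plus 3 SD, cut at about 25% in these data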;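 note: 0% = DMSO wells with enzyme and 100% = wells lacking Arfgap1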
# Target sequence (Q62848 1-136 limits assumed): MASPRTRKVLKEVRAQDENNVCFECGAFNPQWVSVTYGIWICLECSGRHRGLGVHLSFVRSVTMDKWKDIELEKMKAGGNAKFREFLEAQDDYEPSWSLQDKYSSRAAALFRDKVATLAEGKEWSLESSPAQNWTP
#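 Replicates: Single well per compound | Assay system: Truncated rat Arfgap1 GAP domain | Control set: No-Arfgap1 wells (100%) versus DMSO full-reaction wells (0%) | Times: Enzyme reaction 120 min at 25 °C after 20 min preincubation | Reagent: Human ARF1(Δ1-17)-GTP substrate | Measured by: Tracer-displacement fluorescence polarization with EDTA stop, 620/688 nm | Measure: Percent inhibition of Arfgap1-stimulated GTP hydrolysis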
# ADAM10 inh: human ADAM10 inhibitors, primary screen, biochemical, QFRET, HTS | AID 720582, 2013 | recombinant ADAM10, EDANS/DABCYL FRET peptide cleavage, 3 h | 370,000 tested, 0.62% active | inhibition, % at 7 µM | Disintegrin and metalloproteinase domain-containing protein 10 (Homo sapiens), O14672;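 active = inhibition above a per-campaign cutoff equal to the mean of compounds falling between control-based bounds plus 3 SD, cut at about 20% in these data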;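 note: 0% = DMSO wells while the 100% control is not disclosed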
# sPLA2-III inh: human group III sPLA2 inhibitors, primary screen, biochemical, QFRET, BODIPY PC-A2 liposome substrate | QFRET BODIPY PC-A2 liposome hydrolysis, fluorescence | inhibition, % at 12.2 µM | 370,000 tested, 0.56% active | AID 743126, 2013;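 active = inhibition above mean plus 3 SD of compounds lying within the high and low control bounds, cut at about 19% in these data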;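 note: 0% = median of test compound wells and 100% = no enzyme DMSO wells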
# KLK7 zymogen act: proKLK7 zymogen activators, primary screen, biochemical, fluorescence intensity | activation, % at 7 µM | Kallikrein-7 (Homo sapiens), P49862 | 370,000 tested, 0.9% active | purified proKLK7, EDANS-DABCYL substrate fluorescence; 100% is mature enzyme control, 0% vehicle;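 active = activation above the mean of all tested compounds plus 3 SD, computed per campaign excluding outliers beyond control limits, cut at about 13% in these data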
# Target sequence (P49862 whole entry, looked up): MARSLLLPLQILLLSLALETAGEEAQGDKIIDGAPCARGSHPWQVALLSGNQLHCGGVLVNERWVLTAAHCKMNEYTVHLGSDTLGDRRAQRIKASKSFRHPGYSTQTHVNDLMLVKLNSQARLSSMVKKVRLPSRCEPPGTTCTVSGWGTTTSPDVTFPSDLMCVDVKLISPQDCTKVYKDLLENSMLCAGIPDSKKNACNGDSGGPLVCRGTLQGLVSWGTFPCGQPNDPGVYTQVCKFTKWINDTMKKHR
# GAA850 FXN act: FXN promoter activators, primary screen, cell-based, luciferase luminescence, HEK293 lucGAA850; HEK293 lucGAA850 FXN promoter luciferase reporter, 24 h; percent of 10 µM SAHA response; activation, % at 6 µM; 360,000 tested, 0.56% active; AID 540364, 2011;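 active = activation above the average of all compounds screened plus 3 SD, cutoff fixed separately per campaign, cut at about 7.5% in these data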;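 note: 0% = DMSO wells and 100% = 10 µM SAHA wells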
# ASAP1 GAP inh: inhibitors of human ASAP1 ArfGAP activity, primary screen, biochemical, fluorescence polarization | Arf-GAP with SH3 domain, ANK repeat and PH domain-containing protein 1 (Homo sapiens), … | 360,000 tested, 0.19% active | ASAP1-stimulated ARF1 GTP hydrolysis, GDP FP detection | inhibition, % at 16.5 µM; in the data active = inhibition above about 25%;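 note: 0% = vehicle with enzyme and substrate and 100% = no enzyme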
# Target sequence (Q9ULH1 325-724 limits assumed): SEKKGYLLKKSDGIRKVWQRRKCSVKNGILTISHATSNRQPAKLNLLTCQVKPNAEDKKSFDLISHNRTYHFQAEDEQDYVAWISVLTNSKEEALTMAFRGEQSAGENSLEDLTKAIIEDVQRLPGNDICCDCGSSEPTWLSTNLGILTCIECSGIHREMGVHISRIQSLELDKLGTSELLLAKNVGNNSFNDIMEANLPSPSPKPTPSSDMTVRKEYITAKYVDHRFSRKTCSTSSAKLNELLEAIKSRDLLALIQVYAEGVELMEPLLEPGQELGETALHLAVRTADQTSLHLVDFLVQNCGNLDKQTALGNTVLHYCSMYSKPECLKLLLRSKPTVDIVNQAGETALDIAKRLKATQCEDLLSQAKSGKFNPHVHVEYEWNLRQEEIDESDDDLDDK
# * marks the source's active call; other numbers are inactive results; i = inactive; · = no result given.
SMILES,NPR2 activator,Tn6 DDE FP,NPR1 activator,rCAG RNA binder,ARFGAP1 inh,ADAM10 inh,sPLA2-III inh,KLK7 zymogen act,GAA850 FXN act,ASAP1 GAP inh
O=C1C2C3C=CC(CC3)C2C(=O)N1c1ccc(Br)cc1[N+](=O)[O-] (stereo not drawn),-3,12,2,1,8,-4,-2,-0.3,0.5,-2
COCc1cc(=O)n2[nH]c(-c3ccsc3-n3c(C)ccc3C)cc2n1,-1,-14,0,40*,-3,-105,-26,0.1,1.0,11
O=C(Nc1ccccc1)Nc1ccc(Cl)c(S(=O)(=O)N2CCOCC2)c1,-3,-1,2,8,17,9,-35,-0.7,-1.0,8
Cc1c(CC(=O)N[C@@H](C)C(=O)O)c(=O)oc2cc3c(cc12)CCC(C)(C)O3,4,-2,1,2,-1,i,5,9.5,1.8,1
CCCOc1cccc(C(=O)NCCNC(=O)c2ccccn2)c1,-3,1,1,-2,-12,4,1,-0.1,-0.5,-3
CCOC(=O)Cc1nc2cc(Cl)ccc2o1,1,4,-1,2,2,-1,-21,0.5,2.8,4
Cc1oc(/N=C/c2ccccc2)c(C#N)c1C,0,3,1,-4,-8,-13,-4,1.1,0.9,-3
COC(=O)C(NC(C)=O)(Nc1ccccn1)C(F)(F)F (stereo not drawn),4,-11,0,-3,-17,-10,1,0.0,1.3,4
Cc1ccc(C)c(S(=O)(=O)N2CCCOC2CNC(=O)C(=O)NCc2ccccn2)c1 (stereo not drawn),1,2,1,-2,9,-1,-3,0.0,0.9,2
CC(C)Cc1cc(C(=O)Nc2sc3c(c2C#N)CCCC3)no1,1,-13,3,14,-1,-6,18,0.8,2.7,1
CCOC(=O)/C=c1\s/c(=C\c2ccc3cc(OC)ccc3c2)c(=O)n1CC(=O)NCC1CCCO1 (stereo not drawn),-3,-6,1,5,-25,-35,4,-3.7,0.4,9
CC(Sc1nnc(-c2ccc(Cl)cc2)n1C)C(N)=O (stereo not drawn),0,2,4,0,-3,2,5,0.1,-0.9,-6
Cc1cc(C(=O)N/N=C/c2cccn2C)n[nH]1,1,6,0,0,-4,-4,1,-0.5,-0.2,15
Cc1cccc(C)c1OCC(=O)NCc1nnc(SCC(=O)NC2CCCCC2)n1C,8,2,-2,-5,4,-9,-3,-0.1,-2.4,1
CCN(CC)c1ccc(NC(=O)CSc2nnc(SCc3ccc(Cl)cc3)s2)cc1,-1,4,-4,6,·,4,13,-0.4,·,·
Cc1ccc(C(=O)C(OC(=O)c2cnccn2)c2ccccc2)cc1 (stereo not drawn),-12,5,-18,-5,0,-1,-4,0.4,0.0,9
COc1ccc(COC(=O)CCCN=C2NS(=O)(=O)c3ccccc32)cc1F,-9,-4,-5,4,0,1,8,-0.7,-0.7,3
CC(C)(C)c1nn(-c2ccccc2)c2[nH]c(=O)c(CNCc3ccco3)cc12,-3,6,3,3,-1,-23,-9,-0.3,0.4,1
COC(=O)COc1cccc(NS(=O)(=O)c2ccc(NC(C)=O)cc2)c1,5,3,0,-2,8,-2,-3,0.1,0.0,1
O=C(NNC(=O)c1ccc([N+](=O)[O-])cc1)NC1CCCCC1,-3,-4,0,-3,-7,9,-2,0.6,1.0,6
O=C(Cc1cccc2ccccc12)N/N=C/c1ccc(OC(=O)/C=C/c2ccco2)cc1,3,-4,0,12,7,12,-9,0.3,1.1,2
Cc1c(C2=CCN(S(=O)(=O)c3ccc(Cl)cc3)CC2)c2ccccc2n1C,3,-6,-2,6,-3,-5,4,-0.3,2.6,8
Cc1ccc(S(=O)(=O)NCCC(=O)NCc2ccccc2)cc1,1,1,1,-3,-9,-1,-3,0.0,0.8,8
COC(=O)CN1CCN(C(=O)c2nocc2C)CC1,4,6,3,1,·,-2,3,0.1,·,·
Cc1sc2ncnc(Sc3nnnn3-c3ccc(Cl)cc3)c2c1C,-1,-1,9,0,5,-18,2,-0.9,-0.4,4
N#CCc1c(C#N)c(N)nc(N2CCCC2)c1C#N,6,-5,6,4,14,-106,-16,-14,5.4,-6
Cc1ccc(OCC(O)CNCc2ccccc2)cc1C (stereo not drawn),-3,-4,0,-5,2,7,-2,0.3,0.0,9
CCOCCCN(C)C1CCN(C(=O)c2oc3ccccc3c2NC(=O)COc2cccc(C)c2)CC1,-5,2,-2,-10,16,-5,-5,0.5,-0.5,-1
O=S(=O)(Nc1nccs1)c1cc(Cl)ccc1Cl,3,-3,9,9,0,3,-11,0.2,-0.3,-15
Cc1ccc(N2C(=O)c3cccc4c(C(=O)O)ccc(c34)C2=O)cc1,-1,-3,-2,1,9,0,1,-0.7,·,1

# The final 2 entries of the part above are carried over, then new ones follow:
SMILES,NPR2 activator,Tn6 DDE FP,NPR1 activator,rCAG RNA binder,ARFGAP1 inh,ADAM10 inh,sPLA2-III inh,KLK7 zymogen act,GAA850 FXN act,ASAP1 GAP inh
O=S(=O)(Nc1nccs1)c1cc(Cl)ccc1Cl,3,-3,9,9,0,3,-11,0.2,-0.3,-15
Cc1ccc(N2C(=O)c3cccc4c(C(=O)O)ccc(c34)C2=O)cc1,-1,-3,-2,1,9,0,1,-0.7,·,1
CCSc1ccc(-c2ccc(C)cc2)nn1,-1,-2,1,-3,2,0,-2,0.5,7.4,11
NC(=O)c1nsc(C(=O)N(c2ccc3c(c2)OCCO3)C(C(=O)NCC2CCCO2)c2ccc(F)cc2)c1N (stereo not drawn),-3,-2,-6,7,-6,-32,1,-3.7,-1.7,17
CN(CCOc1cccc(C(F)(F)F)c1)Cc1ccccc1,-3,-8,1,-11,-17,-4,-1,0.2,0.5,0
Cc1ccc(N(C)C(=O)n2cnc3ccccc32)cc1,-7,-2,-9,-5,-6,-12,2,-0.1,0.5,10
CCN(CC)c1ccc(NC(=O)c2ccccc2OCC(=O)OC)cc1,-5,-9,-7,-4,2,-2,6,0.8,2.0,11
O=S(=O)(NCc1ccco1)c1cnc(Cl)c(Br)c1,4,3,2,-2,-2,-1,-10,-1.3,-3.8,-12
CCO[C@@H]1OC(C(=O)N2CCN(C)CC2)=C[C@H](c2coc3ccccc3c2=O)[C@H]1CCCO,4,-2,-1,-7,8,4,9,-0.6,1.1,-13
CCN(C(=O)c1ccco1)C1C2CC3CC(C2)CC1C3 (stereo not drawn),-1,7,-4,-6,-3,-10,-3,0.4,1.3,-2
CCCCNC(=O)c1cccc(C(=O)NCCCC)c1,1,-6,0,-2,-9,2,3,-0.2,-1.2,1
N#CCc1c[nH]c2ccc([N+](=O)[O-])cc12,1,7,5,2,0,6,-1,0.2,-0.9,14
CC(C)[C@H](NC(=O)OC(C)(C)C)c1cc(C(=O)N(C)CCN(C)C)c(N)s1,1,2,0,0,-2,-29,3,-0.5,·,11
CC(C)(C)OC(=O)NCCCC[C@H](NC(=O)[C@H](Cc1c[nH]c2ccccc12)NC(=O)OCc1ccccc1)C(=O)O,-4,-2,-2,20,-1,1,-86,0.0,-0.2,5
O=C(COc1ccccc1Cl)N1CCN(c2ccc([N+](=O)[O-])c(N3CCOCC3)c2)CC1,-1,2,-2,-1,-2,12,2,-0.3,-4.0,-2
Nc1nc2c(ncn2[C@@H]2O[C@H](C(=O)N[C@@H](Cc3ccccc3)C(=O)NCc3ccc4c(c3)OCO4)[C@@H](O)[C@H]2O)c(=O)[nH]1,0,2,2,7,-2,4,-3,0.3,·,-8
COc1ccc([C@@H]2[C@H]3C(=O)N(c4cccc(C(F)(F)F)c4)C(=O)[C@H]3ON2C)cc1,-6,5,0,-3,-8,-1,-7,-0.6,2.1,16
COc1ccc(N2CCN(CCS(=O)(=O)c3cc(Cl)ccc3Cl)CC2)cc1,-16,0,-12,2,-8,-7,2,0.3,2.5,-11
COc1ccc(CCNC(=O)CSc2cn(Cc3cccc(C)c3)c3ccccc23)cc1OC,-12,2,-15,4,5,-2,1,0.4,-2.6,-2
CCn1c(CCCOc2ccc(Cl)cc2Cl)n[nH]c1=S,-1,3,-3,2,2,2,-2,0.5,0.5,-5
COc1ccc(/C=C2\SC(=N)N(c3ccc(F)cc3)C2=O)cc1OC,2,-4,6,12,2,3,-11,0.1,8.3*,-3
NC(CSC(c1ccccc1)(c1ccccc1)c1ccc2c(c1)OCO2)C(=O)O (stereo not drawn),-3,-2,-11,13,20,0,-8,-0.3,-0.3,2
c1ccc2c(Nc3nc(N4CCOCC4)c4ccccc4n3)cccc2c1,-6,-4,-3,-3,-1,-21,-8,1.1,1.1,-1
ON=C1c2ccccc2-c2ccc(F)cc21,-3,-2,9,8,7,7,-33,-0.1,1.5,4
O=C(Nc1nccs1)C1CCN(S(=O)(=O)c2ccc(F)cc2)CC1,4,5,-2,-2,14,-3,5,-0.5,-2.8,11
COc1ccccc1CNC(=O)COC(=O)c1ncc(Cl)c(Cl)c1Cl,-5,-4,-2,-3,10,-2,-1,0.1,1.5,-3
c1cncc(-c2nc(N3CCOCC3)c3c4c(sc3n2)CCC4)c1,-2,-2,5,-2,-1,-70,-2,-0.2,6.1,-6
C/C(CC(=O)NC(C)(C)C)=N\NC(=O)c1ccccc1N,3,4,2,-1,-11,-213,-3,4.9,3.1,-2
O=C(NNC1CC(=O)N(c2ccc(Br)cc2)C1=O)c1cccnc1 (stereo not drawn),1,-12,4,6,3,-4,-12,0.1,1.7,-7
COCC(=O)Nc1cc(C(=O)Nc2ccccc2C)ccc1Cl,3,0,-2,-2,-7,0,12,-0.1,3.8,5
CC(C(=O)O)N1CCCCC1 (stereo not drawn),-4,-3,2,0,-11,-5,1,0.1,0.9,9
Cc1cc(OC(C)C(=O)Nc2cccnc2)ccc1Cl (stereo not drawn),0,-4,2,2,9,2,0,-0.1,1.4,6
CC(C)OC(=O)c1c(NC(=O)CCC(=O)O)sc2c1CCCCC2,3,2,4,32,9,-2,-2,0.4,1.7,-1
COc1ccc(OCc2nnc(SCC(=O)NC3CC4CCC3C4)o2)cc1 (stereo not drawn),1,6,6,-5,-1,0,-2,-0.1,-1.2,-15
CN(C(=O)COC(=O)c1cccc(S(=O)(=O)N2CCCCCC2)c1)C1CCS(=O)(=O)C1 (stereo not drawn),-1,-4,0,0,9,-2,-5,0.2,1.9,-14

# Screening data: PubChem BioAssay, several laboratories

# This is a random part of the collection. Share with any hit: about 4.5%.
